# Fam108B counter: counter-screen for RBBP9 inhibitors: inhibitors of mouse Fam108B; recombinant Fam108B, FP-Rh probe fluorescence polarization; inhibition, % at 9.51 µM; 300,000 compounds, 0.33% hits; AID 1947;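 active = inhibition above the screen mean inhibition plus 3 SD, computed separately per campaign, cut at about 18% in these data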;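 note: inhibitors lower polarization as less probe binds the enzyme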
# AHR activator: human AHR activation; P35869; AHR-responsive luciferase reporter cells, luminescence; activation, % at 5 µM; 320,000 compounds, 2.5% hits; AID 2796; in the data active = activation above about 47%;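 note: 0% = vehicle wells and 100% = reference agonist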
# PME-1 inh: PME-1 (human) inhibition | inhibition, % at 5.9 µM | 320,000 compounds, 0.53% hits | AID 2130 | recombinant PME-1, FP-Rh probe fluorescence polarization | Q9Y570;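 active = inhibition above the campaign mean of all compounds plus 3 SD, cut at about 26% in these data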;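 note: competitive labeling of PME-1 active site by serine hydrolase directed probe; 0% = PME-1 with DMSO and 100% = wells lacking PME-1 enzyme; inhibitors block probe labeling so polarization falls and inhibition rises; many of its hits are not listed in these tables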
# Target sequence (Q9Y570 whole entry, looked up): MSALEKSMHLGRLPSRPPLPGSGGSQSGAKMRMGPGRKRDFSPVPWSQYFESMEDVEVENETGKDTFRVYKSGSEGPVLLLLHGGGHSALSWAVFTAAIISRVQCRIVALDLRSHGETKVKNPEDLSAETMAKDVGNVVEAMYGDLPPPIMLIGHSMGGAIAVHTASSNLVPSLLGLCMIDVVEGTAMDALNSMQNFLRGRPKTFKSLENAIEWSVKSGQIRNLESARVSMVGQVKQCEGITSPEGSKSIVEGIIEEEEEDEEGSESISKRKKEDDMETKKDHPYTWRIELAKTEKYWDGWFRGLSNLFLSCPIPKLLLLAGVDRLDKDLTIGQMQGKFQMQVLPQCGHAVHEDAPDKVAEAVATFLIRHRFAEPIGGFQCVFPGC
# PAFAH1B2 inh: PAFAH1B2 (human) inhibition; P68402; inhibition, % at 3.39 µM; recombinant PAFAH1B2, FP-rhodamine activity probe, fluorescence polarization; 340,000 compounds, 1.2% hits; AID 492953;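 active = inhibition above the mean of all tested compounds plus 3 SD, cut at about 24% in these data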;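 note: 0% = enzyme with DMSO and 100% = wells lacking PAFAH1B2; many of its hits are not listed in these tables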
# Target sequence (P68402 whole entry, looked up): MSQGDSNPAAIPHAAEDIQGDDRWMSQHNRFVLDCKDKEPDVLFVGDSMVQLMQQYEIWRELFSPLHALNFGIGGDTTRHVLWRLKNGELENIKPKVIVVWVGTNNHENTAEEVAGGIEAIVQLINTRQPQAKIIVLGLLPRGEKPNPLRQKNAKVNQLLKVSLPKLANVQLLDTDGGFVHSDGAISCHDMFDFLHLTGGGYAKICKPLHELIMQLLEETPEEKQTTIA
# pPAFAH FP inh: pPAFAH (human) enzyme inhibition. recombinant pPAFAH, FP-rhodamine probe fluorescence polarization. inhibition, % at 3.39 µM. 330,000 compounds, 1.5% hits;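 active = inhibition above the mean inhibition across the screen plus 3 SD, cut at about 25% in these data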;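 note: inhibitors block binding of the rhodamine activity-based probe so polarization drops; 0% = enzyme with DMSO and 100% = wells lacking pPAFAH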
# Target sequence (Q13093 whole entry, looked up): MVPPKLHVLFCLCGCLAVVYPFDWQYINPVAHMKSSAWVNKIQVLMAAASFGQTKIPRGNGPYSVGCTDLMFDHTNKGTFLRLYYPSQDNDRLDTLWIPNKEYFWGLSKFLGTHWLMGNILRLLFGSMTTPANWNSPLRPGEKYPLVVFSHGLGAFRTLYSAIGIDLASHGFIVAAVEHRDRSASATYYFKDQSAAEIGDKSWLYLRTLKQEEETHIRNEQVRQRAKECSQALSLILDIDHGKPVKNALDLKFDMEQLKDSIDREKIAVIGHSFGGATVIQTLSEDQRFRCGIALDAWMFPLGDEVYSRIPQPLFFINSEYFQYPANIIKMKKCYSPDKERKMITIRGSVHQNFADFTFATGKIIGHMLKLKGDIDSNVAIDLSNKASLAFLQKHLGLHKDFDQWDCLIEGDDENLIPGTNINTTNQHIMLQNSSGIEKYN
# MEX-5 binding: C. elegans MEX-5 TCR-2 RNA binding activity. Q9XUB2. MEX-5/FITC-TCR2 RNA binding, fluorescence polarization; hits give low values. activity score (negative = inhibition of binding), % at 10 µM. 300,000 compounds, 0.38% hits;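 active = inhibition past about -25% in most replicates, and total fluorescence under double the plate's negative control median, limit read from the data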;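 note: 0% = DMSO and -100% = 5 µM competing unlabeled TCR2 RNA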
# MCL1 BIM primary: inhibitors of human MCL1 binding to BIM-BH3 peptide; Q07820; GST-MCL1 / FITC-Bim-BH3 fluorescence polarization; inhibition, % at 10.9 µM; 320,000 compounds, 0.68% hits; AID 2057;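 active = inhibition above the mean inhibition of all tested compounds plus 3 SD, set per campaign, cut at about 40% in these data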;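 note: 0% = DMSO wells and 100% = unlabeled Bim-BH3 peptide control; higher means more loss of mP so more displacement of Bim peptide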
# GLD-1 RNA inh: GLD-1-TGE RNA interaction inhibition (C. elegans) | AID 2280 | inhibition, % at 5.96 µM | Q17339 | purified GLD-1 + fluorescein TGE RNA, fluorescence polarization | 320,000 compounds, 0.44% hits;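 active = percent inhibition above a per-plate cutoff, the plate mean of test compounds plus 3 SD, cut at about 30% in these data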;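 note: 0% = DMSO wells with GLD-1 and probe and 100% = wells lacking GLD-1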
# Bcl-xL primary: Bcl-xL (human) inhibition; Q07817; 320,000 compounds, 0.7% hits; GST-Bcl-xL / FITC-Bim BH3 peptide fluorescence polarization; AID 2129; inhibition, % at 10.9 µM;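 active = inhibition above the mean of all tested compounds plus 3 SD, cutoff set per campaign, cut at about 30% in these data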;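 note: 0% = DMSO wells and 100% = unlabeled Bim-BH3 peptide competitor; inhibitors lower millipolarization by displacing the labeled peptide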
# Starred values were filed as active, the others as inactive; . = no result given. This is a subset; count on the stated rates, not on these rows.
SMILES,Fam108B counter,AHR activator,PME-1 inh,PAFAH1B2 inh,pPAFAH FP inh,MEX-5 binding,MCL1 BIM primary,GLD-1 RNA inh,Bcl-xL primary
C=CCNCCCCOc1ccccc1-c1ccccc1,-2,9,1,1,-1,0.0,-6,-2,9
CSc1nc2c(cc1C#N)CCCCC2,-1,0,-5,5,3,-2.4,-19,8,-1
COc1ccc(S(=O)(=O)N(C)C)cc1NCC(=O)Nc1cccc(C#N)c1,-3,5,5,0,0,-0.5,-15,-8,-2
Cc1ccc(SCc2nc3ncccn3c2Br)cc1,2,-5,2,.,-2,-0.9,5,3,3
COc1ccc(C)cc1Nc1nc(N)c2ccccc2n1,5,-7,12,2,2,0.2,2,-4,5
N/C(=N\OC(=O)c1ccc2c(c1)OCO2)c1cccc(Br)c1,3,8,5,-1,0,-2.3,5,2,4
COc1cc(C(C)=O)ccc1COc1ccc(C(=O)OCC(=O)NC2CCS(=O)(=O)C2)cc1OC (stereo unspecified),-6,1,-1,6,2,-0.4,-17,1,0
O=C1C=C(Nc2ccccc2)C(=O)c2ccccc21,3,11,7,3,3,-0.6,0,1,-1
CCOC(=O)c1c(NC(=O)Nc2ccccc2)sc(C)c1C,22*,49*,21,2,9,-0.8,-2,-10,0
Cc1c(CN2CCC(C)CC2)c(=O)n(-c2ccccc2)n1C,12,-1,3,1,3,1.1,2,0,-1
COC(=O)c1ccc(COc2ccccc2/C=C(\C#N)C(=O)Nc2ccc(C)cc2)cc1,-24,1,0,-23,-1,1.6,0,5,2
CCN(CC)CCNc1nc2c(c(=O)[nH]c(=O)n2C)n1CC(O)COc1ccc(Cl)cc1Cl (stereo unspecified),2,-3,5,2,6,0.1,-1,0,-8
O=[N+]([O-])c1cc(S(=O)(=O)N2CCCC2)ccc1SCCO,0,0,3,3,4,-0.3,-1,4,1
O=C(Nc1nccs1)C1CCN(S(=O)(=O)c2cccs2)CC1,0,-1,1,1,0,0.8,-1,-1,2
Cc1ccc2c(c1)c(N=Nc1cccc(C(=O)O)c1)c(O)n2C,4,25,7,1,8,-7.7,-8,-6,1
O=C(COC(=O)c1ccc(Cl)nc1)NCCc1ccc(F)cc1,.,0,.,2,7,.,.,3,.
O=C(CN1C(=O)NC2(CCc3ccccc32)C1=O)Nc1ccccc1C(F)(F)F (stereo unspecified),.,5,-3,1,0,.,-17,1,-6
COc1ccc(C(=O)N/N=C/c2ccc3cccc(O)c3n2)cc1,2,3,-14,0,4,0.7,18,-1,10
CCc1cc(CNC(=O)CC2C(=O)NCCN2Cc2ccccc2C(F)(F)F)on1 (stereo unspecified),0,3,6,4,4,-1.3,17,14,22
NC(=O)C1CC12c1ccccc1-c1ccccc12 (stereo unspecified),-4,3,-4,6,2,-1.0,-2,1,-2
O=C(NC(=S)NNC(=O)c1ccc(Cl)cc1Cl)c1cccnc1,1,-1,-2,-1,5,3.1,4,6,7
CC(=O)NC1CC2CCC(C1)N2Cc1ccc(C)cc1 (stereo unspecified),-2,2,-2,2,2,1.6,2,-7,1
COc1ccc(OC)c(NC(=S)NCC(c2cccnc2)N2CCOCC2)c1 (stereo unspecified),1,-1,3,1,7,0.1,13,6,4
Cc1ccc(CCc2nnc(SCC(=O)Nc3cccc(Cl)c3)n2-c2ccccc2)o1,-1,4,-2,2,1,1.3,-6,8,-5
O=C(CN1C(=O)NC2(CCCC2)C1=O)N1CCN(S(=O)(=O)c2cccc(F)c2)CC1,1,17,-1,6,7,-0.7,-2,1,-1
CC1=NN(C(=O)c2c(Br)c(C)nn2C)C(O)(C(F)(F)F)C1 (stereo unspecified),1,-1,2,-1,-1,-1.4,7,10,3
Cc1nc(C)c(-c2csc(Nc3cccnc3)n2)s1,4,94*,-7,4,10,1.1,-1,6,5
CCc1cccc2c(C(=O)C(NC(C)CC)c3ccccc3)c[nH]c12 (stereo unspecified),0,3,-4,3,0,0.5,-8,5,-1
CN1C(=O)C(C)(C)c2cc(S(=O)(=O)N(C)Cc3ccccc3)ccc21,3,-2,9,0,4,3.3,1,3,7
O=C(CN1CCCCCC1)NCC1CCCO1 (stereo unspecified),-1,0,-4,-3,1,-0.8,-3,-2,3
CCOC(=O)N1CCC(N2Cc3cccc(C(=O)NCC4CCN(CC(C)C)C4)c3C2=O)CC1 (stereo unspecified),-5,0,-12,1,-1,.,11,-1,7
COc1ccc(/C=N/NC(=S)Nc2cccc(C(=O)O)c2)cc1OC,2,10,-3,0,2,-3.4,10,1,9
O=C(c1ccc(Cl)c(S(=O)(=O)N2CCOCC2)c1)N1CCN(c2ccccn2)CC1,.,9,-2,6,5,.,-1,5,3
CC1(C)OC(c2ccccc2)=C/C(=C/C=C2C(=O)c3ccccc3C2=O)O1,-16,5,-14,-7,-2,3.1,4,9,12
Cn1c(NC2CCCCC2)cc(=O)n(C)c1=O,1,0,4,2,3,-3.4,-1,-2,5
COc1ccccc1C(=O)N1CCN(C(=O)COc2cccc(C)c2)CC1,-2,0,8,4,4,0.0,2,-2,0
CCCOC(=O)Nc1ccccc1C(N)=O,2,1,-3,0,1,-0.4,6,-4,3
CC(=O)NCCn1c(SCc2cc(F)ccc2F)nc2ccccc2c1=O,3,-1,7,5,-2,-2.5,-4,-1,2
C/C(=N\Nc1nccnc1Cl)c1ccc([N+](=O)[O-])cc1,-2,-2,6,0,1,0.1,4,4,6
O=C(CN1C(=O)NC2(CCCc3ccccc32)C1=O)c1ccc(Br)cc1 (stereo unspecified),2,5,1,-2,-3,4.0,-12,1,-9
N=c1c(C(=O)NC2CCCC2)cc2c(=O)n3ccccc3nc2n1C1CCCC1,-4,6,3,-2,4,-19,7,5,8
O=C(Nc1ccccc1Cl)c1ccc2c(c1)N(Cc1ccc(F)cc1)C(=O)CS2=O (stereo unspecified),2,3,1,1,5,-0.5,4,9,2
CCOC(=O)c1c(C)[nH]c(C(=O)OCC(=O)NCc2ccccc2)c1C,.,32,.,2,4,.,.,2,.
CCNC(=O)NC(=O)COC(=O)c1ccccc1SCC(=O)NC(=O)NCC,0,30,-3,1,-1,0.1,2,2,3
O=C1COc2ccc3ccccc3c21,2,18,-1,1,4,-0.4,-2,5,2
CCOC(=O)[C@@H]1[C@H]2COc3cc(OC)ccc3[C@@H]2N2C(=O)N(c3ccc(C)cc3)C(=O)[C@]12C,2,0,4,5,5,-1.8,12,3,4
O=C(O)CCC(=O)NCC(=O)c1ccc(F)cc1,-2,-3,-3,.,2,0.0,-2,1,-2
CCCS(=O)(=O)C(=C1NCCO1)S(=O)(=O)CCC,6,2,3,5,1,-0.6,5,4,2
CCNC(=S)N1CCN(CCN=CC2=C(O)CC(c3ccco3)CC2=O)CC1 (stereo unspecified),0,1,-2,0,-1,-2.0,5,4,2
CC(C)N(C(=O)CC1ON(C)C(=O)N1c1ccc(Cl)cc1)C(C)C (stereo unspecified),-2,2,-3,1,-2,2.4,-8,-2,2

# 2 entries from above, as tab-separated lines.
structure	Fam108B counter	AHR activator	PME-1 inh	PAFAH1B2 inh	pPAFAH FP inh	MEX-5 binding	MCL1 BIM primary	GLD-1 RNA inh	Bcl-xL primary
O=C(Nc1ccccc1Cl)c1ccc2c(c1)N(Cc1ccc(F)cc1)C(=O)CS2=O (stereo unspecified)	2	3	1	1	5	-0.5	4	9	2
CCOC(=O)c1c(C)[nH]c(C(=O)OCC(=O)NCc2ccccc2)c1C	.	32	.	2	4	.	.	2	.

# Other compounds:
SMILES,Fam108B counter,AHR activator,PME-1 inh,PAFAH1B2 inh,pPAFAH FP inh,MEX-5 binding,MCL1 BIM primary,GLD-1 RNA inh,Bcl-xL primary
Cc1nnc(C)n1/N=C/C=C/c1ccccc1,-4,5,0,-3,2,-0.4,3,9,5
CN(C)CCn1c(=O)n(Cc2ccccc2)c(=O)c2c3c(sc21)CCCCC3,8,2,0,2,6,0.0,11,3,7
COc1cc(/C=N/N2CCN(Cc3ccccc3)CC2)cc(OC)c1OC(C)=O,-3,1,-7,6,3,1.1,11,-1,4
N#Cc1ccccc1S(=O)(=O)N1CCN(C(=O)C2COc3ccccc3O2)CC1 (stereo unspecified),.,-1,3,4,1,.,19,-3,2
O=C(c1cc(-c2ccccc2)nc2ccccc12)N1CCCc2ccccc21,-3,15,-3,1,-5,2.0,3,10,1
COC(=O)c1c(C)oc2c1cc(NS(=O)(=O)c1cccs1)c1ccccc12,1,11,-1,2,18,-0.9,4,2,7
CCn1c(CC(=O)Nc2ccccc2F)nnc1SCC(=O)N1CCOCC1,0,-2,2,0,4,-1.5,-2,5,5
Cc1ccc(C(C)C)c(OCC(=O)OCC(=O)NC2CC2)c1,.,-2,.,5,20,.,.,-1,.
O=C(CN1CCN(c2ccc(F)cc2)CC1)NCc1ccc(Cl)cc1,3,1,4,0,0,-1.3,-5,-1,0
CC(C)(C)NC(=O)NC(=O)CN1CCC(Cc2ccccc2)CC1,-2,-4,-3,1,8,1.3,-10,-7,-8

# Sorted by heavy-atom count (descending): eight of the compounds above
SMILES,Fam108B counter,AHR activator,PME-1 inh,PAFAH1B2 inh,pPAFAH FP inh,MEX-5 binding,MCL1 BIM primary,GLD-1 RNA inh,Bcl-xL primary
N#Cc1ccccc1S(=O)(=O)N1CCN(C(=O)C2COc3ccccc3O2)CC1 (stereo unspecified),.,-1,3,4,1,.,19,-3,2
CCn1c(CC(=O)Nc2ccccc2F)nnc1SCC(=O)N1CCOCC1,0,-2,2,0,4,-1.5,-2,5,5
COC(=O)c1c(C)oc2c1cc(NS(=O)(=O)c1cccs1)c1ccccc12,1,11,-1,2,18,-0.9,4,2,7
O=C(CN1CCN(c2ccc(F)cc2)CC1)NCc1ccc(Cl)cc1,3,1,4,0,0,-1.3,-5,-1,0
CC(C)(C)NC(=O)NC(=O)CN1CCC(Cc2ccccc2)CC1,-2,-4,-3,1,8,1.3,-10,-7,-8
Cc1ccc(C(C)C)c(OCC(=O)OCC(=O)NC2CC2)c1,.,-2,.,5,20,.,.,-1,.
O=C(O)CCC(=O)NCC(=O)c1ccc(F)cc1,-2,-3,-3,.,2,0.0,-2,1,-2
Cc1nnc(C)n1/N=C/C=C/c1ccccc1,-4,5,0,-3,2,-0.4,3,9,5

# (more compounds)
SMILES,Fam108B counter,AHR activator,PME-1 inh,PAFAH1B2 inh,pPAFAH FP inh,MEX-5 binding,MCL1 BIM primary,GLD-1 RNA inh,Bcl-xL primary
COc1cc2c(C#N)c(N3CCOCC3)nc(N)c2c(N)n1,-5,6,8,4,1,-0.3,1,-1,4
CCc1nnc(NC(=O)CSCc2cc(=O)n3cc(C)sc3n2)s1,2,1,-1,3,3,0.2,4,-1,6
CN(CC(=O)Nc1ccccc1Cl)C(=O)COC(=O)CSc1ccc(F)cc1,5,0,-2,15,23,0.3,-13,1,-6
O=C(Nc1ccc(CN2CCS(=O)(=O)CC2)cc1)c1ccc(F)cc1,-1,5,5,-4,-1,0.3,-2,-1,1
Cc1ccnc(NS(=O)(=O)c2ccc(NC(=O)CN3C(=O)CCC3=O)cc2)n1,6,-2,3,4,-3,-3.8,2,1,7

# Screens: PubChem, several laboratories
